Screening results as filed in PubChem BioAssay.
Tau fluor cs: Counterscreen qHTS for Inhibitors of Tau Fibril Formation, Fluorescence Polarization; 280,000 tested, 0.93% active; AID 1463, 2008; Potency, µM (top dose mostly 57.7 µM), for inactives: at the top dose activity change, negative = decrease; tau K18 P301L Alexa594 fluorescence, heparin fibrillization; also: % is scaled to controls: 0 for no effect and ±100 for the full control effect; nearly all actives have a fitted effect of over 55% in size
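Human tau K18 P301L (15 uM unlabeled, 0.24 uM Alexa 594-labeled) in 100 mM sodium acetate pH 7 with 20 uM heparin, 6 hr at 37 C. ThT 30 uM added, 1 hr ambient; Alexa 594 FP and total fluorescence read at 555/632 nm.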
aGlu spleen mod: qHTS Assay for Inhibitors and Activators of Human alpha-Glucosidase From Spleen Homogenate; Lysosomal alpha-glucosidase (Homo sapiens), P10253; human spleen homogenate, 4-MU-alpha-glucoside fluorescence; Potency, µM (top dose mostly 79.9 µM), for the others: at the top dose activity change, negative = inhibition, usual class: inhibitors; 240,000 tested, 0.006% active; AID 2112, 2009;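 also: 0% = enzyme with vehicle and -100% = no enzyme basal signal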
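Human spleen homogenate (1 ug) with 4-methylumbelliferyl-alpha-D-glucopyranoside (1 mM final) in 50 mM citrate/phosphate pH 5.0, 0.01% Tween-20; 40 min at 37 C. Stopped at pH 10; 4-MU fluorescence Ex 365/Em 440 nm; AC50 by Hill fit.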
GLA spleen mod: qHTS Assay for Inhibitors and Activators of Human alpha-Galactosidase From Spleen Homogenate. human spleen homogenate, 4MU-alpha-Gal fluorescence, 40 min. 240,000 tested, 0.008% active. Potency, µM (titrated, usually from 80 µM), for inactives: at the top dose activity change, negative = inhibition, most hits filed as inhibitors;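 also: 0% = enzyme with vehicle and -100% = no enzyme basal signal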
Target sequence (P06280 32-429 limits assumed): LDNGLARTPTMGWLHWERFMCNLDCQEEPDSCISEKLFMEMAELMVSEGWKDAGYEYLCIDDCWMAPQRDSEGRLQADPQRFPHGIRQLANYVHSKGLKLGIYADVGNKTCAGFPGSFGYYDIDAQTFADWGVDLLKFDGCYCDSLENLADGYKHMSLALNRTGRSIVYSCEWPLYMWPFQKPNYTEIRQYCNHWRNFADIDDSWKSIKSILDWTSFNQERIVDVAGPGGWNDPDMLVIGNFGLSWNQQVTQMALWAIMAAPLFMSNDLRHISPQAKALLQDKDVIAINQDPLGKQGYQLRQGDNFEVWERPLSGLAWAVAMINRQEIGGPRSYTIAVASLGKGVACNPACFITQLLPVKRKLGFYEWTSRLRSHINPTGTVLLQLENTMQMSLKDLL
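Fluorogenic readout (Ex 365/Em 440 nm) of 4-methylumbelliferone released from 1 mM 4-MU-alpha-galactoside by spleen homogenate, 40 min at 37C, pH 5.0. Data normalized to no-enzyme and enzyme controls; Hill-equation AC50 from compound titrations.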
NPSR antagonist: qHTS Assay for Antagonists of the Neuropeptide S Receptor: cAMP Signal Transduction. CHO-NPSR cells, cAMP TR-FRET, antagonist mode. AID 1461, 2008. Q6W5P4. 220,000 tested, 1% active. Potency, µM (doses to about 38.3 µM), inactives show top-dose activity change, negative = inhibition, actives largely listed as inhibitors; also: % is scaled to controls: 0 for no effect and ±100 for the full control effect; nearly all actives have a fitted effect of over 50% in size; many of its hits are not listed in these tables
ALDH1A1 block: qHTS Assay for Inhibitors of Aldehyde Dehydrogenase 1 (ALDH1A1); 220,000 tested, 7.3% active; Aldehyde dehydrogenase 1A1 (Homo sapiens), P00352; Potency, µM (series often up to 75.3 µM), for inactives: top-dose activity, negative = inhibition, usual class: inhibitors; Purified ALDH1A1, NADH fluorescence, propionaldehyde substrate; active = well fitted inhibition curve with a large enough effect, not every such curve was filed as active; inconclusive = small, poorly fitted or top-dose-only effect, or another doubt; inactive = no such curve, though single readings can be large or run the other way;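 also: plate controls were no enzyme wells and a reference inhibitor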
Target sequence (P00352 whole entry, looked up): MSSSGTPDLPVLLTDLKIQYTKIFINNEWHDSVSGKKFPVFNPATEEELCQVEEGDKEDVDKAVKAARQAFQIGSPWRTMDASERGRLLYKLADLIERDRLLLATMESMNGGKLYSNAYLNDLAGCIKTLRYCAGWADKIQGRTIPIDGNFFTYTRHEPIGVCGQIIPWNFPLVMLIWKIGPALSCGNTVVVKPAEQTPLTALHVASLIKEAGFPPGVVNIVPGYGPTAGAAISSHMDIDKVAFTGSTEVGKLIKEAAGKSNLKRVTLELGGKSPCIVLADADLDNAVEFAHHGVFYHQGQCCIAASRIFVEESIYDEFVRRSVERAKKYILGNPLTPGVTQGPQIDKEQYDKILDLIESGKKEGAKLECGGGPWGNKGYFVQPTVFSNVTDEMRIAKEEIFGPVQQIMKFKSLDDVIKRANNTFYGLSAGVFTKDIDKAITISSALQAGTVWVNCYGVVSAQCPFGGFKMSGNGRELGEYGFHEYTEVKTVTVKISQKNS
Epigenetic reg: Quantitative High-Throughput Screen for Regulators of Epigenetic Control | murine LDR cells, GFP reporter derepression, 30 h | 280,000 tested, 0.2% active | Potency, µM (doses to about 53.9 µM), without a hit: at the top dose GFP activation, usual class: activators; also: % of control where 0% means no effect; nearly all actives have a fitted effect of over 60% in size
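GFP-positive cell count by laser-scanning cytometry (objects 20–120 um) after 30 h, 37 C compound exposure of murine LDR cells; reporter is CMV-GFP integrated at a silenced locus, inducible by HDAC or DNMT inhibitors.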
GAA glycogen mod: qHTS Assay for Inhibitors and Activators of Human alpha-Glucosidase Cleavage of Glycogen; Lysosomal alpha-glucosidase (Homo sapiens), P10253; recombinant GAA, glycogen substrate, Amplex Red glucose oxidase fluorescence; Potency, µM (series often up to 76.4 µM), for the others: at the top dose activity change, negative = inhibition, hits mostly inhibitors; 300,000 tested, 0.38% active; AID 2100, 2009;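 also: 0% = full enzyme reaction and -100% = no-enzyme basal signal; the screen sought inhibitors and activators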
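Recombinant enzyme (4 nM final) with compounds titrated up to 77 uM and bovine liver glycogen (30 ug) in citrate pH 5.0, 0.01% Tween-20, 37 C 40 min. Released glucose detected by Amplex Red/glucose oxidase (Ex 573/Em 610); AC50 from Hill fits.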
GAA inhib: qHTS Assay for Inhibitors of Human alpha-Glucosidase as a Potential Chaperone Treatment of Pompe Disease | Lysosomal alpha-glucosidase (Homo sapiens), P10253 | purified human GAA, 4-MU-alpha-glucoside fluorescence | Potency, µM (series often up to 76.9 µM), for inactives: top-dose activity change, negative = inhibition, hits mostly inhibitors | 200,000 tested, 0.005% active;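 also: plate controls were uninhibited enzyme wells for no effect and no-enzyme background for full effect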
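Enzyme (4 nM final) mixed with compound (up to 77 uM), then 4-MU-alpha-D-pyranoside (400 uM final) added; 20 min at room temperature, pH 5.0. Reaction stopped at pH 10, fluorescence read, AC50 derived by Hill fit.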
An asterisk follows results filed as active; u = inconclusive; x = not tested or not shown; & = joins results of further samples; ! = a repeat was not active; [ ] = remark or other dose. Unless noted, calls follow the shape of the dose curve; as a rule, active = well fitted curve in the direction sought with a large enough effect; inconclusive = small, poorly fitted or top-dose-only effect, or another doubt; inactive = no such curve, though single readings can be large; an effect the other way counts as inactive or inconclusive. Potency is read from the fitted curve at half-maximal effect. These rows are one share of the data. The share of hits here may be higher or lower than overall.

SMILES	Tau fluor cs	aGlu spleen mod	GLA spleen mod	NPSR antagonist	ALDH1A1 block	Epigenetic reg	GAA glycogen mod	GAA inhib
CCCCCCOc1ccc(CN2CCN(CC)CC2)cc1	-3%	5%	-1%	14%[46.1 µM]	6%	0.7%	10%	-9%
C=C1[C@@H]2C[C@@]3([C@H]1O)[C@H]1C[C@@H]4[C@@]5(C)CC[C@H](O)[C@]4([C@H]1N(CC)C5)[C@H]3C[C@H]2O	x	1%[29.1 µM]	12%[29.1 µM]	x	4%[20.9 µM]	-0.3%[16.9 µM]	x	x
CCN1CCN(c2cn[nH]c(=O)c2Cl)CC1	9%	-2%	-7%	6%	5%	0.0%	9%	5%
CCCC(=O)c1cc(CP(=O)(OCC)OCC)oc1C	-10%	0%	11%	-4%	x	0.1%	-2%	x
CCC(=O)c1c(O)n(C2CCCCCC2)c(=O)[nH]c1=O	6%	-3%	-2%	-24%[46.1 µM]	25µM*	0.8%	-5%	-3%
CC1CC(OC(=O)c2ccccc2)CC(C)N1C (stereo unspecified)	2%	-4%	3%	6%	9%	1.1%	-6%	4%
O=c1ccc2c(O)c3ccoc3cc2o1	-19%	0%	2%	x	u	-1.1%	x	x
Cc1cc(NC(=O)CCl)on1	-3%	0%	2%	8%	3.5µM*	-0.1%	-3%	0%
Cc1ccc(OCC(=O)N2CCN(Cc3cccnc3)CC2)cc1	-4%	2%	6%	6%	u	-0.3%	-2%	9%
O=P(CCl)(Nc1ccccc1)C(Cl)(Cl)Cl (stereo unspecified)	-1%	-3%	-5%	0%	7%	-2.7%	4%	4%
CCCOc1ccc(N2C(=O)CC(N3CCC(O)(c4cccc(C(F)(F)F)c4)CC3)C2=O)cc1 (stereo unspecified)	-2%	5%	4%	-1%[46.1 µM]	u	-1.0%	5%	3%
O=C(COc1ccc(S(=O)(=O)N2CCCCC2)cc1)N1CCN(Cc2ccccc2)CC1	-7%	-13%	-2%	-13%[46.1 µM]	u	0.0%	-12%	0%
Cc1ccc(-c2nc3ccccc3c(=O)n2-c2ccccn2)cc1	-6%	-8%	-18%	16%	u	0.0%	-7%	-1%
O=C(NCC(c1cccnc1)N1CCN(c2ccc(F)cc2)CC1)Oc1ccccc1 (stereo unspecified)	-13%	-2%	-8%	-13%[46.1 µM]	-5%	1.0%	-4%	8%
Cc1ccc(Cl)cc1N1CCN(CCN)CC1	-2%	1%	6%	10%[46.1 µM]	28µM*	-1.0%	2%	0%
CC(=O)O[C@@H]1CN2CCC1CC2	-4%	-1%	0%	x	9%	-1.1%	x	x
CC1CN2c3ccc([N+](=O)[O-])cc3CC3(C(=O)N(C)C(=O)N(C)C3=O)C2C(C)O1 (stereo unspecified)	-13%	6%	6%	2%	x	2.5%	-2%	x
N[C@@H](Cc1c[nH]c2ccccc12)c1nnc(SCc2c(F)cccc2Cl)o1	u	-3%	1%	-9%[46.1 µM]	u	-1.2%	-16%	-3%
C=CCN1C(=O)C2(C(C(=O)OCC)=C(N)Oc3c2c(=O)oc2ccccc32)c2ccccc21 (stereo unspecified)	-23%	-10%	-4%	u	0.4µM*	-7.4%	-6%	u
CCn1nc(-c2ccccc2)nc2c(=O)n(C)c(=O)nc1-2	-10%	0%	5%	4µM*	u	u	6%	-7%
COC(=O)C1C2c3ccccc3OC1(C)N=c1s/c(=C/c3cnn(C)c3C)c(=O)n12 (stereo unspecified)	-3%	-1%	0%	-20%[46.1 µM]	-2%	0.0%	-3%	u
CCC(=O)N1CC(=O)Nc2ccc(Cl)cc2C1c1ccc(F)cc1 (stereo unspecified)	-8%	1%	6%	-11%[46.1 µM]	5%	0.0%	-10%	-1%
Cc1ccc(/C=C2/C(=O)NC(=O)N(CCc3ccc(F)cc3)C2=O)o1	-5%	-7%	1%	u	5.6µM*	-1.1%	-4%	-13%
Cc1ccc(S(=O)(=O)N(C)C)cc1NC(=O)C(C)[N+]12CCN(CC1)CC2 (stereo unspecified)	-2%	-4%	0%	24%	-12%	-0.2%	9%	1%
Cc1cc(N2CCOCC2)nc2ccc(NC(=O)CCC(=O)N3CCC4(CC3)OCCO4)cc12	-16%	u	u	-14%[46.1 µM]	5%	1.0%	1%	1%
S=c1[nH]nc(C2CC2)n1Cc1ccco1	-3%	-14%	3%	-4%[46.1 µM]	u	0.0%	5%	-5%
Nc1cc2nc3ccccc3nc2cc1N	u	2%	-30%	18%[7.67 µM]	x	0.0%	-2%	x
Cc1ccc(OCC(=O)N2CCN(C)CC2)c(Br)c1	7%	9%	11%	5%[46.1 µM]	6%	1.0%	4%	-11%
CCCCC/C=C\C/C=C\C/C=C\C/C=C\CCCC(=O)O	u	1%&8%&0%&-11%	7%&-1%&-4%&-9%	x	7.9µM*!	u	x	x
O=C(Cc1ccccc1)OCCNC(=O)c1cccnc1	-11%	-7%	-2%	-11%[46.1 µM]	-1%	-0.4%	5%	7%
Clc1cnc(Oc2ccc(Oc3ncc(Cl)cc3Cl)cc2)c(Cl)c1	-4%&-2%&-1%	6%&-10%&4%	-4%&-14%&-1%	-8%&-11%[46.1 µM]	1%&12%&-2%	-0.1%&0.0%&-0.3%	4%	3%
COc1ccc(C(=O)C2CCCN(Cc3cnc(C)s3)C2)cc1OC (stereo unspecified)	-3%	4%	9%	-17%	-1%	-0.1%	-6%	x
COc1ccccc1C1=NCc2nnc(C)n2-c2ccc(Cl)cc21	11%	-1%	5%	8%	13%	1.8%	5%	-1%
CN1C(=O)C(=Cc2ccc(N3CCCCC3)o2)C(=O)N(C)C1=S	-9%	-5%	8%	-3%[46.1 µM]	14µM*	6.3%	-4%	11%
CCN(CC)CCCN=Cc1c(O)n(Cc2ccc(F)cc2)c(=O)[nH]c1=O	-3%	-11%	-15%	0%[46.1 µM]	11%	-1.6%	-1%	u
C=C(C)c1cccc(C(C)(C)NC(=O)NC2CN3CCC2CC3)c1 (stereo unspecified)	7%	4%	2%	25%[46.1 µM]	u	0.9%	0%	-1%
Cc1ccccc1CCNCc1ccc(Br)cc1	-5%	3%	5%	3%	5%	1.1%	1%	0%
CC(C)Oc1cccc(NC(=O)c2cccn(Cc3ccc4c(c3)OC(F)(F)O4)c2=O)c1	u	-12%	5%	u	-1%	-0.9%	-13%	-10%
CCN1CCN(P2(=O)C=C(c3ccccc3)OC(c3ccccc3)=C2)CC1	5%	-3%	0%	0%[46.1 µM]	14µM*	-1.9%	7%	-8%
C=C1N2CCC(CC2)C1(O)c1ccc(C)c(C)c1 (stereo unspecified)	-1%	1%	-4%	8%[46.1 µM]	9%	-0.8%	1%	0%
Cc1nc2ccccc2c(=O)n1-c1ccc(Cl)cc1[N+](=O)[O-]	-6%	-1%	-8%	7%	8%	-1.2%	19%	2%
CNP(=O)(Oc1ccccc1)OC12CC3CC(CC(C3)C1)C2 (stereo unspecified)	5%	8%	2%	0%	7%	1.1%	-4%	-1%
C/C(CCc1c[nH]c2ccccc12)=N\O	8%	-10%	-29%	3%[7.67 µM]	1%	0.9%	-17%	-2%
COc1ccc(C[C@H]2c3cc(OC)c(OC)cc3CCN2C)cc1OC	x	-14%[29.1 µM]	-4%[29.1 µM]	x	3%[20.9 µM]	-0.3%[16.9 µM]	x	x
COc1ccc(C2c3c(nc(C)[nH]c3=O)Oc3c2c(=O)oc2ccccc32)cc1 (stereo unspecified)	13%	-2%	-1%	-19%	x	2.1%	1%	x
CN1C(=O)C(Cc2ccsc2)C(=O)N(C)C1=O	-21%	0%	-6%	-7%[46.1 µM]	13µM*	-0.9%	6%	-13%
Cc1o[nH]c(=O)c1C[C@@H](N)C(=O)O	-8%	22%&-2%	21%&26%	x	-12%	1.1%	x	x
COc1cccc(Oc2c(C)oc3cc(OC(=O)N(C)C)ccc3c2=O)c1	-12%	-6%	-3%	-18%[46.1 µM]	22µM*	-2.1%	-2%	-7%[15.4 µM]
COc1ccccc1-n1c(O)c(C=NCCCn2ccnc2)c(=O)[nH]c1=O	6%	-3%	2%	-2%[46.1 µM]	-6%	-4.0%	5%	-9%
CCOCCN1CCN(c2nnc3n2-c2ccc(Cl)cc2C(c2ccccc2Cl)=NC3)CC1	-2%	-6%	-1%	-20%[46.1 µM]	u	-1.8%	11%	-12%
CC(Cl)(Cl)/C(=N/P(=S)(N1CCOCC1)N1CCOCC1)N1CCOCC1	-5%	-7%	-10%	2%	x	0.0%	-5%	x
CN1CCN(CC(=O)Nc2ccc([N+](=O)[O-])cc2C(=O)c2ccccc2)CC1	-8%	0%	-2%	-8%	14%	0.9%	16%	11%
COc1ccc2c(c1)c(C(=O)CN1CCC3(CC1)OCCO3)c(C)n2Cc1ccccc1	-9%	-13%	2%	-11%[46.1 µM]	-16%	-1.8%	2%	6%
CCCCC/C=C\C/C=C\C/C=C\C/C=C\CCCC(=O)OC(CO)CO	2%&-22%&-4%	1%&12%&-3%	13%&6%&0%	x	22µM*!	0.0%&5.5%&2.3%	x	x
C/C(=N\Nc1ccccc1)c1c(O)[nH]c(=O)[nH]c1=O	5%	-1%	-2%	-2%	x	7.8%	u	x

Pulled one by one from the list above, 3 records:
SMILES	Tau fluor cs	aGlu spleen mod	GLA spleen mod	NPSR antagonist	ALDH1A1 block	Epigenetic reg	GAA glycogen mod	GAA inhib
COc1ccccc1-n1c(O)c(C=NCCCn2ccnc2)c(=O)[nH]c1=O	6%	-3%	2%	-2%[46.1 µM]	-6%	-4.0%	5%	-9%
Cc1nc2ccccc2c(=O)n1-c1ccc(Cl)cc1[N+](=O)[O-]	-6%	-1%	-8%	7%	8%	-1.2%	19%	2%
COc1ccc(C[C@H]2c3cc(OC)c(OC)cc3CCN2C)cc1OC	x	-14%[29.1 µM]	-4%[29.1 µM]	x	3%[20.9 µM]	-0.3%[16.9 µM]	x	x
